# CHRM4 agonist: CHRM4 agonism in calcium assay. P08173. AID 624127. CHO-K1 hM4/Gqi5, Fluo-8 calcium fluorescence; vehicle 0%, full acetylcholine response 100%. 360,000 tested, 0.14% active. activation, % at 3 µM;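 active = activation above the run mean over all test wells plus 3 SD, cut at about 32% in these data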;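 also: peak over basal fluorescence ratio per well then scaled between controls; 0% = DMSO wells and 100% = acetylcholine at EC100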
# Target sequence (P08173 whole entry, looked up): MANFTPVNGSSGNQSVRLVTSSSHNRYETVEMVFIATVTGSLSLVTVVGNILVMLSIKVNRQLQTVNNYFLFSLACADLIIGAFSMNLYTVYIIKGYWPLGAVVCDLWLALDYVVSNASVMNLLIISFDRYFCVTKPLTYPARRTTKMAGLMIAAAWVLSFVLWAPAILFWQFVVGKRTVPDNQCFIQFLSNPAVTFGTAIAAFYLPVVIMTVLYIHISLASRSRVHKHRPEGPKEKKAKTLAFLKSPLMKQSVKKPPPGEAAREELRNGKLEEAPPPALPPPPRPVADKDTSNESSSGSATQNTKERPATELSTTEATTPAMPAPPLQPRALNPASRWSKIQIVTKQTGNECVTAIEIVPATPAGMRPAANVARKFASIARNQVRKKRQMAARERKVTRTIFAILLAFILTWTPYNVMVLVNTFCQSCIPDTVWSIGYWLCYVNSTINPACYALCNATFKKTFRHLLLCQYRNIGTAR
# CRFR2-BP ag: agonists of human CRF-binding protein/CRF-R2 receptor complex; 350,000 tested, 0.46% active; HEK293 CRF-R2/CRF-BP, calcium dye fluorescence (FLIPR); percent of saturating CRF peptide response; activation, % at 13.2 µM;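 active = activation of at least 50%, plus an integration ratio under a set limit after plate pattern correction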;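 also: plate controls were neutral control wells without compound for no effect and CRF at EC100 for full effect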
# M4 antag: antagonists of human muscarinic M4 receptor (CHRM4). P08173. CHO-hM4 cells, ACh EC80, Fluo-8 calcium fluorescence. inhibition, % at 3 µM. 360,000 tested, 0.73% active;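 active = inhibition above its plate's cutoff, the mean inhibition of sample wells plus 3 SD, cut at about 27% in these data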;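 also: 0% = acetylcholine EC80 with DMSO and 100% = DMSO without agonist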
# CRFBP-R2 block: CRF-BP/CRF-R2 complex antagonism. AID 588475. inhibition, % at 11.8 µM. HEK293 CRF-R2/CRF-BP, CRF-induced calcium fluorescence. 350,000 tested, 0.59% active;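 active = inhibition of the ligand-induced calcium signal above about 50% at the single tested concentration, limit read from the data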
# M4 PAM: CHRM4 positive allosteric modulation; CHO-K1 hM4/Gqi5, Fluo-8 calcium fluorescence, ACh EC20; 0% = ACh EC20, 100% = maximal ACh; activation, % at 3 µM; 360,000 tested, 0.4% active;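 active = activation above its plate's cutoff, the mean activation of sample wells plus 3 SD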; also: some results filed as inactive read as strong as hits
# CHRM5 PAM: potentiates acetylcholine response at human M5 receptor; 360,000 tested, 0.3% active; activation, % at 3 µM; CHO-K1 hM5, Fluo-8 calcium, ACh EC20 PAM; 0% = ACh EC20, 100% = ACh EC100;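 active = activation above the run cutoff, the mean activation of all test compounds plus 3 SD, cut at about 18% in these data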
# Target sequence (P08912 whole entry, looked up): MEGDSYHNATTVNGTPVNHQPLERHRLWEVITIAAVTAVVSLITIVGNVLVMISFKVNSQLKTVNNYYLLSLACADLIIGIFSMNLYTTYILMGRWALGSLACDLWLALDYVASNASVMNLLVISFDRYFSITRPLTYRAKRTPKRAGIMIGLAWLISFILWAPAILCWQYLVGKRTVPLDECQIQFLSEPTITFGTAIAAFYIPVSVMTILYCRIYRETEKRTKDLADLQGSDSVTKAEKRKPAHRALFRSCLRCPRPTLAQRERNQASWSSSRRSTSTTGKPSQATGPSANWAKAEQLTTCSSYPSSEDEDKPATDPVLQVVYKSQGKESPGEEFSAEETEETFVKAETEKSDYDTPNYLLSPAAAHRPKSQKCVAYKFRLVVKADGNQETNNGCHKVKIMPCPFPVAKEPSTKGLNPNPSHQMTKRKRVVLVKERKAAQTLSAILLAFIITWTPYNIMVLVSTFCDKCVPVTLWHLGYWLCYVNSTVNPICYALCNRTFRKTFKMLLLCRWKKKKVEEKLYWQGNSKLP
#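 System: CHO-K1 hM5 cells. Reagent: acetylcholine, EC20 level. Compound dosing: single dose, 3 µM nominal final test concentration. Timing: Post-acetylcholine fluorescence recording 140 s. Detection: Fluo-8 calcium fluorescence. Read-out: % activation, ACh-normalized. Benchmarks: ACh EC20 and EC100 wells. Repeats: singlicate, one well per test compound.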
# IDE cell inh: inhibits human insulin-degrading enzyme in HEK cells | P14735 | FAbetaB cleavage, fluorescence polarization | inhibition, % at 5.59 µM | 320,000 tested, 0.41% active | AID 434962;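 active = percent inhibition above the average of all tested compounds plus 3 SD, set per screening campaign, cut at about 16% in these data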;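 also: IDE supplied by intact live HEK cells; FP after avidin binding of uncleaved biotin substrate so inhibition keeps polarization high; 0% = DMSO wells and 100% = 60 µM reference IDE inhibitor Ii1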
# M5 antag: CHRM5 antagonism in calcium assay | CHO-hM5 cells, Fluo-8 calcium fluorescence, ACh EC80 | inhibition, % at 3 µM | 360,000 tested, 0.59% active | AID 624040;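 active = inhibition above a per-plate cutoff, the mean of that plate's test compounds plus 3 SD, cut at about 27% in these data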;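 also: 0% = acetylcholine EC80 with DMSO and 100% = DMSO without agonist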
# M5 ag: agonists of human muscarinic M5 receptor (CHRM5) | P08912 | CHO-K1 hM5 cells, Fluo-8 calcium fluorescence; 0% DMSO wells, 100% maximal acetylcholine response | activation, % at 3 µM | 360,000 tested, 0.19% active | AID 624037;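 active = activation above the run's mean over test compounds plus 3 SD, cut at about 23% in these data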;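 also: signal is peak over basal fluorescence ratio across the kinetic read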
# Active calls of the source: *; . = not tested or not shown.
SMILES,CHRM4 agonist,CRFR2-BP ag,M4 antag,CRFBP-R2 block,M4 PAM,CHRM5 PAM,IDE cell inh,M5 antag,M5 ag
Cn1cncc1C#Cc1ccc2cc(CCCO)oc(=O)c2c1,-2,-4.6,1,13,0,9,-3,13,-1
COc1cc(NC(=O)c2nn(C)c3c2CS(=O)(=O)c2ccccc2-3)cc(OC)c1,2,2.4,-3,9,-2,-2,4,5,-3
CCOC(=O)c1ccc(NC(=S)NNC(=O)c2cc(-c3cccnc3)nc3ccccc23)cc1,3,-1.2,11,14,3,-7,-1,25,-4
O=c1c2ccccc2nnn1COc1cccc(Cl)c1,1,1.1,6,-10,-14,-7,5,2,-8
NC(=O)CC(CC(=O)OCc1ccccc1)c1ccccc1 (stereo unspecified),1,-1.4,7,2,-2,-2,1,9,-3
Cc1ccc(NC(=O)c2cc(S(=O)(=O)N3CCCCC3)ccc2N2CCOCC2)cc1,2,0.3,-20,-8,7,-1,.,-5,-1
O=C(CCc1nnc2n(Cc3ccccc3)c(=O)c3ccccc3n12)NCCCN1CCCCC1,2,-0.5,-5,-8,-15,-2,8,5,-9
Cc1ccc(NC(=O)N2CCCC2c2cccs2)cc1 (stereo unspecified),3,-0.6,-5,-8,8,-9,2,-2,-6
CC(=O)Nc1cccc2c1C(=O)N(c1ccccc1C)C2=O,0,0.5,2,-34,-8,0,0,4,3
O=C(CN(C1CCCCC1)S(=O)(=O)c1ccc(Br)cc1)NCc1cccnc1,3,-2.2,-3,6,3,-6,5,-3,-2
Cc1cnc(C(=O)Nc2ccccc2F)cn1,1,0.7,-2,-7,13,5,-2,0,-2
CCn1c(-c2nn(C)cc2Cl)n[nH]c1=S,0,-0.3,3,19,9,9,2,-2,-2
Cc1nnsc1SCCNC(=O)c1ccc(F)cc1,1,0.4,3,13,3,-2,-1,1,3
CCOc1ccc(C2CC(c3ccc(CC)cc3)Nc3nc(N)nn32)cc1 (stereo unspecified),1,-1.3,-2,-14,6,5,5,-7,0
Cc1ccc2cc(C(c3nnnn3C3CCCC3)N3CCN(c4ccccc4)CC3)c(=O)[nH]c2c1 (stereo unspecified),2,0.2,7,13,-4,-5,9,1,-2

# Reprinted at random: two compounds from above.
SMILES,CHRM4 agonist,CRFR2-BP ag,M4 antag,CRFBP-R2 block,M4 PAM,CHRM5 PAM,IDE cell inh,M5 antag,M5 ag
Cc1nnsc1SCCNC(=O)c1ccc(F)cc1,1,0.4,3,13,3,-2,-1,1,3
Cc1ccc(NC(=O)N2CCCC2c2cccs2)cc1 (stereo unspecified),3,-0.6,-5,-8,8,-9,2,-2,-6

# Some values from the list:
# O=C(CN(C1CCCCC1)S(=O)(=O)c1ccc(Br)cc1)NCc1cccnc1 in CRFR2-BP ag is listed with -2.2
# Cn1cncc1C#Cc1ccc2cc(CCCO)oc(=O)c2c1 in CRFBP-R2 block is listed with 13
# Cc1cnc(C(=O)Nc2ccccc2F)cn1 in M4 PAM is listed with 13

# The list goes on.
SMILES,CHRM4 agonist,CRFR2-BP ag,M4 antag,CRFBP-R2 block,M4 PAM,CHRM5 PAM,IDE cell inh,M5 antag,M5 ag
CC(=O)Nc1ccc(NC(=O)CCCN2C(=O)C(c3ccccc3)Oc3cccnc32)cc1 (stereo unspecified),1,-1.1,0,7,-5,-6,.,9,0
Cc1nnc(NC(=O)C23CC4CC(CC(C4)C2)C3)s1,0,-0.5,0,-87,-1,0,-1,5,-2
Cc1ccc(C2=CC(c3ccccc3)n3ncnc3N2)c(C)c1 (stereo unspecified),1,-0.1,-9,-9,13,-10,-1,20,0
O=C(c1ccc(Br)cc1)C(CN1CCOCC1)c1ccccc1 (stereo unspecified),2,2.9,1,-7,-1,2,1,6,-4
CCOC(=O)C(C)Sc1nc(C2CC2)cc(C(F)(F)F)c1C#N (stereo unspecified),-2,-0.7,3,12,0,-4,1,5,-5
CC1CCc2sc(C(=O)NN)cc2C1 (stereo unspecified),1,-1.0,1,-18,-4,-8,1,7,-6
CCCOC(=O)CSc1nc(N)c(C#N)c(-c2ccco2)c1C#N,6,0.6,-13,-3,2,6,1,-14,-13
CCOC(=O)CSc1nc2sc3c(c2c(=O)[nH]1)CCCC3,0,-5.2,6,-20,1,-3,-3,8,1
CCOc1cc(OCC)cc(C(=O)Nc2cccc(C(C)=O)c2)c1,1,-2.3,-10,-19,-1,-8,3,4,-1
CCCCNC(=O)c1nc(C2CCNCC2)oc1-c1cccc(C(F)(F)F)c1,3,.,-11,.,5,0,.,2,1
CC(C)N(C(=O)CN(C#N)c1nc(N(C)C)nc(N(C)C)n1)c1ccccc1,0,-2.5,-1,0,42*,3,3,-2,2
COc1ccc(C(=O)NC(=S)NNC(=O)c2ccc(O)cc2)cc1[N+](=O)[O-],0,0.5,10,-2,-5,11,5,-16,-3
CC(=O)Nc1ccc2c(c1)C(=O)c1ccc(Cl)cc1-2,1,2.2,-12,7,0,-6,.,11,-2
Cc1ccc(N2CCN(C(=O)c3cccc([N+](=O)[O-])c3)CC2)cc1Cl,5,0.3,6,1,-6,-10,3,8,-1
O=C(NCC(=O)N1CCOCC1)c1ccccc1,1,-0.4,11,3,-1,-3,-3,9,-1

# Two entries from above, with values under each structure:
# The line under a structure holds: CHRM4 agonist, CRFR2-BP ag, M4 antag, CRFBP-R2 block, M4 PAM, CHRM5 PAM, IDE cell inh, M5 antag, M5 ag
> CCCOC(=O)CSc1nc(N)c(C#N)c(-c2ccco2)c1C#N
  6, 0.6, -13, -3, 2, 6, 1, -14, -13
> CCOC(=O)CSc1nc2sc3c(c2c(=O)[nH]1)CCCC3
  0, -5.2, 6, -20, 1, -3, -3, 8, 1

# Later entries.
SMILES,CHRM4 agonist,CRFR2-BP ag,M4 antag,CRFBP-R2 block,M4 PAM,CHRM5 PAM,IDE cell inh,M5 antag,M5 ag
CCCCN1CCNC[C@@H]1Cc1ccc(O)cc1,5,0.7,-11,6,16,2,-1,6,2
CN(C(=O)COC(=O)C12CC3CC(CC(Cl)(C3)C1)C2)c1ccccc1,6,12,-6,-19,16,-1,5,11,6
Cc1ccc(NC(=O)CC2OC(=O)c3ccccc32)cc1S(=O)(=O)N1CCOCC1 (stereo unspecified),3,1.4,-8,0,4,-11,0,-1,1
CC(c1nccs1)N(C)C(=O)CCc1nnc(CCc2ccccc2)o1 (stereo unspecified),1,0.4,-3,-3,10,-3,0,11,-6
CCn1c(CNC(=O)c2ccco2)nnc1SCC(=O)Nc1cccc(F)c1,0,6.5,-5,4,-5,-9,0,13,-3
CN1CCN(CCCNC(=O)c2ccc(/C=C3\Sc4ccccc4N(Cc4ccccc4F)C3=O)cc2)CC1,26,-0.9,13,3,-41,-4,.,-1,-9
Cc1ccccc1C(=O)NNC(=O)c1ccncc1,3,-2.3,0,7,3,6,.,-12,3
CC1=C/C(=N\OS(=O)(=O)c2ccccc2)C=CC1=O,7,3.5,18,-3,-4,4,12,11,18
Cc1cnc(NC(=O)c2ccc(Cl)nc2)s1,1,-3.2,5,-3,-1,3,8,8,-2
Cc1cc(Oc2ccccc2)nc(-c2ccccc2)n1,-1,-1.7,-7,-24,8,-1,2,-4,0
CC(=O)c1ccc(-c2cccc(-c3cc(=O)oc4ccc(C(C)(C)C)cc34)c2)cc1,-1,5.0,-8,-9,-5,-3,.,-8,-3
Cc1cccc(C(=O)N/C(=C\c2ccco2)C(=O)N2CCCCCC2)c1,3,-0.1,2,-6,12,1,2,6,1
O=C(Nc1cccnc1)c1ccc(Cl)c(S(=O)(=O)N2CCOCC2)c1,3,0.3,-2,-3,6,-5,1,11,-1
CCCCc1cc(=O)oc2cc(OC(C)C(=O)NCCN3CCOCC3)c(Cl)cc12 (stereo unspecified),3,-1.3,0,0,4,0,1,3,-5
N#C/C(C(=O)NCc1ccco1)=C1/SC=C(c2ccccc2)N1c1ccccc1,1,-1.4,2,18,4,-4,0,5,-4
CC1CCc2c(sc3ncn(N)c(=N)c23)C1 (stereo unspecified),0,-3.0,-7,4,6,-6,-4,7,-4
CCN(CC)CCNC(=O)c1cc(-c2cccnc2)nc2ccc(S(=O)(=O)N3CCC(C)CC3)cc12,1,0.1,6,-1,-5,2,-1,-2,-6
COc1cccc(NC(=O)Nc2nc(SC)ns2)c1,18,7.8,1,11,-7,-11,-6,18,13
O=C(Nc1ccc2c(c1)OCO2)N1CCN(c2cccc(C(F)(F)F)c2)CC1,9,-1.3,7,-1,-1,-10,-4,9,1
Cc1ccc(C)c(N(Cc2cc3ccc(C)cc3[nH]c2=O)C(=O)c2ccco2)c1,2,-0.5,-5,-17,5,2,-3,2,5
CCOc1cccc(/C=C2/NC(=O)N(CC(=O)Nc3cccc(C)c3)C2=O)c1O,8,8.7,3,27,10,5,15,3,6
O=C(NCCCC1CCCC1)C1CCC(=O)N(Cc2ccccc2F)C1 (stereo unspecified),2,0.4,-2,-2,1,2,7,-1,-3
Cc1cc(C)cc(C(=O)N2CC(C)OC(C)C2)c1 (stereo unspecified),-1,-1.6,0,2,8,0,-1,-6,-3
CCn1c(=O)n(CC)c2cc(NC(=O)c3ccccc3Cl)ccc21,0,-0.1,6,2,-3,20*,2,-21,9
Cc1c(Br)c(C(F)(F)F)nn1CC(=O)N1CCCC1,0,-3.8,1,11,5,0,-6,0,2
Cc1ccc(NC(=O)C(C)OC(=O)C2CC3CCCC(C2)C3=O)cc1S(=O)(=O)N1CCOCC1 (stereo unspecified),3,9.1,-4,-18,3,3,.,-2,2
Nc1nc(NC(=O)c2ccco2)nn1-c1ccccc1,2,0.1,-10,-2,14,0,-2,-4,3
CN(Cc1nc(Cc2ccccc2F)no1)Cc1cccc2ncccc12,12,-0.7,-1,-14,-10,-16,3,3,4
CCN1CCS/C1=C/C=C/C1=[N+](CC)CCS1,1,5.6,8,1,-2,3,-4,3,-8
COc1cc(N=CC2=C(O)c3ccccc3C2=O)cc(OC)c1,1,-5.9,4,8,7,1,3,-11,1
Cc1cccc(-c2noc(CN(C)C(=O)COc3ccccc3)n2)c1,12,-2.2,-13,11,-2,-4,1,6,0
O=C(COC(=O)c1ccccc1Oc1ccccc1)NC1CCS(=O)(=O)C1 (stereo unspecified),2,-0.1,0,6,5,2,0,-3,1
O=[N+]([O-])c1ccccc1NC(=S)N/N=C/c1ccc(O)c(O)c1,2,-6.2,4,-22,4,-3,-4,3,-8
O=C(CN1C(=O)CCS(=O)(=O)c2ccccc21)Nc1ccc(F)cc1,1,0.9,-4,-3,4,-9,-10,8,-8
CC(C)CC(=O)Nc1nnc(SCC(=O)NC2CCCC2)s1,2,-0.3,-6,6,6,-1,.,-8,0
N#Cc1cccc(NC(=O)c2cc(C3CCCCN3C(=O)c3cccs3)on2)c1 (stereo unspecified),7,.,0,.,-5,0,.,0,2
Cc1ccc(C(=O)N(Cc2ccco2)c2c(N)n(Cc3ccccc3)c(=O)[nH]c2=O)cc1,1,-0.8,-9,2,5,2,.,-1,0
CC1CN(S(=O)(=O)c2ccc(C(=O)Nc3nnc(-c4ccco4)o3)cc2)CC(C)O1 (stereo unspecified),1,0.3,-8,0,5,0,0,3,2
Cc1ccc(NC(=O)CSc2nc3ccccc3c(=O)n2CCCC(=O)NCCCN2CCOCC2)cc1,2,3.4,-9,72*,10,10,-1,3,0
Cc1ccc(S(=O)(=O)N(C)C)cc1NC(=O)c1ccccc1SCC(=O)N1CCCC1,8,-0.5,6,-5,1,-3,3,6,2
Cc1ccc([N+](=O)[O-])cc1NC(=S)NCCc1ccccc1,15,0.8,-6,10,-6,-17,-1,-2,2
O=C(Nc1ccsc1C(=O)NC1CCCCC1)c1ccccc1,0,1.6,2,-6,-6,0,1,-2,-1
